# Large T inhibition: TAg ATPase/helicase activity blockers – biochemical (AID 1903). hit rate 0.39% among 310,000. SV40 large T antigen ATPase/helicase inhibition assay; higher % means a stronger effect. one-dose inhibition, % at 20 µM; IC50 in µM for titrated hits; in the data active = a potency from the dose series; inconclusive = inhibition mostly from about 32% at the one dose, without a potency; inactive = the rest, 99 in 100 with inhibition below about 32%; note: strong numbers were not always called active
# MgcRacGAP inhibition: MgcRacGAP GTPase-activating activity inhibitors, confirmation, biochemical, ADP Hunter fluorescence; MgcRacGAP-stimulated Rac1 GTP hydrolysis, ADP Hunter fluorescence; higher % means a stronger effect; GST-tagged Rac1 F28L mutant substrate; AID 624330; inhibition, % at 30 µM, or IC50 in µM where a hit was titrated; hit rate 0.6% among 340,000;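 active = first-screen hits whose inhibition reached a set limit at any dose in the follow-up dose series; inconclusive = inhibition above the set first-screen limit but never retested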;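 note: fluorescence reports GDP produced by GAP-driven GTP hydrolysis; strong numbers were not always called active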
# NS5 inhibitors: flavivirus cap methylation enzyme inhibition – biochemical, confirmation dose response, primary screen (AID 588689); Dengue-2 NS5 methyltransferase capping enzyme assay, biochemical; higher % means a stronger effect; one-dose inhibition, % at 25 µM; IC50 in µM for titrated hits; hit rate 0.3% among 340,000; in the data active = a potency from the dose series; inconclusive = inhibition above about 29% without an active follow-up result
# NTR1 agonist: NTR1-driven beta-arrestin-GFP spot formation – imaging, U2OS cells, high content, primary screen (AID 493036) | P30989 | agonist mode | activation, % at 20 µM | hit rate 0.17% among 330,000;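 active = activation at or above 40% of the spot to cytoplasm intensity ratio, with at least 20 cells analyzed; inconclusive = wells under 20 cells, flagged as cytotoxic or low count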;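 note: 0% = DMSO without peptide and 100% = 100 nM NTR1 peptide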
# Target sequence (P30989 whole entry, looked up): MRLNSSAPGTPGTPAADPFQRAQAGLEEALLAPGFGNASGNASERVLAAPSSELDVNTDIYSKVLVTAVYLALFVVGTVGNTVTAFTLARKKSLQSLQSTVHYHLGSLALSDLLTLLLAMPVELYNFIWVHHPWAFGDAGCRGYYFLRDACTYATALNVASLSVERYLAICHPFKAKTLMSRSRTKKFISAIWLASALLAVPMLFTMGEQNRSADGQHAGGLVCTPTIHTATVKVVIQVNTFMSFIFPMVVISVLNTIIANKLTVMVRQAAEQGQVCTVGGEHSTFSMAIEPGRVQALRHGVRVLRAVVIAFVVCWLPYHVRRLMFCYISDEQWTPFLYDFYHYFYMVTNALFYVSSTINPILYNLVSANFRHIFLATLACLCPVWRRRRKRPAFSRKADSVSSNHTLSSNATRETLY
# West Nile virus CPE: inhibition of WNV-induced cytopathic effect – cell-based, CPE readout (AID 1621). West Nile virus-infected cells, CPE inhibition; higher % means a stronger effect. hit rate 0.02% among 290,000. CPE inhibition, % at 10 µM, or IC50 in µM where a hit was titrated; in the data active = a potency from the dose series; inconclusive = CPE inhibition mostly from about 3.7% at the one dose, without a potency; inactive = the rest, 99 in 100 with CPE inhibition below about 2.2%; note: strong numbers were not always called active
# T cell HTS: T cell immune modulation candidate | 2C CD8+ T cell-vesicle binding, flow cytometry; stronger effect = lower value | calls only at 7 µM | hit rate 0.068% among 330,000 | AID 2052;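 active = response, share of CD8 T cells binding vesicles, and their 90th percentile fluorescence all below set limits, cut at about 80% in these data, passing the limit was not always enough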
#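 Material: 2C TCR transgenic mouse naive CD8+ T cells, MACS-purified. Also added: QL9-charged Drosophila Ld/ICAM-1/B7-1 vesicles. Timing: binding 1.5 h at 37 °C. Measured by: high-throughput flow cytometry with anti-B7-1 and anti-CD8 staining. Read-out: percent CD8+ FL2 mean versus row control. Controls: Unloaded micro-vesicles (low), QL9 vesicles with 0.7% DMSO (high).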
# K1F lysis inhibition: inhibition of K1F phage lysis, E. coli UTI89, bacterial capsule biogenesis inhibitors, alamar blue (AID 488966) | E. coli UTI89 K1F phage lysis, alamar blue, 2 h; higher % means a stronger effect | inhibition, % at 100 µM; hits with a dose series show IC50 in µM | hit rate 0.02% among 340,000;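 active = phage lysis inhibition, versus mean bacterial control, above a set limit; inconclusive = no clear call, values can overlap the other calls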;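 note: capsule biogenesis inhibitors block K1F phage lysis so surviving cells raise fluorescence; higher fluorescence means more inhibition of phage lysis; actives were called in the ten point dose series up to 300 µM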
# RSV CPE inhibition: inhibition of RSV-induced cytopathic effect – HEp-2 cells, primary 10 µM value included (AID 2391); HEp-2 cells, RSV-induced CPE inhibition; higher % means a stronger effect; CPE inhibition, % at 10 µM; hits with a dose series show IC50 in µM; hit rate 0.13% among 310,000; in the data active = a potency from the dose series; inconclusive = CPE inhibition mostly from about 23% at the one dose, without a potency; inactive = the rest, 99 in 100 with CPE inhibition below about 21%; note: strong numbers were not always called active
# PhoP inhibition: PhoP-dependent GFP reporter repression – Salmonella Typhimurium, primary screen (AID 1863). S. Typhimurium PhoP-regulated promoter GFP reporter, 4 h; higher % means a stronger effect. one-dose inhibition, % at 50 µM; IC50 in µM for titrated hits. hit rate 0.16% among 300,000;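 active = inhibition over 29.93%, a cutoff 3 SD above the screen mean, later confirmed by dose response; inconclusive = inhibition over 29.93% but no dose response follow-up; inactive = inhibition at most 29.93% or unconfirmed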;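 note: 0% = low Mg2+ inducing control and 100% = high Mg2+ repressing control; strong numbers were not always called active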
# T cell HTS vesicle-bound %: also measured in T cell HTS; calls as there; double positive events, %; measured here: CD8+ vesicle-bound cell fraction;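 binding gate set so that unloaded-vesicle control wells show 10% double positive cells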
# NTR1 agonist cell count 20 µM: also measured in NTR1 agonist; calls as there; cell count; measured here: cell count, cytotoxicity flag
# * hit, by the source's call; i = inactive; ? = inconclusive; . = not tested or not shown; [ ] = remark or other dose.
SMILES,Large T inhibition,MgcRacGAP inhibition,NS5 inhibitors,NTR1 agonist,NTR1 agonist cell count 20 µM,West Nile virus CPE,T cell HTS,T cell HTS vesicle-bound %,K1F lysis inhibition,RSV CPE inhibition,PhoP inhibition
CCOC(=O)N1CCN(C(=O)c2ccc3c(c2)N=C(C)c2cc(Cl)ccc2S3)CC1,7%,7%,-6%,0.4,48,-0.6%,i,48,-0.1%,5.8%,2%
COc1ccc(C(=O)N(CC(=O)NC(C)(C)C)c2ccc3c(c2)OCCO3)cc1OC,-2%,-5%,-3%,0.5,72,0.1%,i,32,-0.9%,0.5%,10%
Cc1sc2ncnc(N3CCC(C(=O)Nc4sc5c(c4C(N)=O)CCC(C)C5)CC3)c2c1C (stereo not given),.,4%,0%,11,61,.,i,36,-0.1%[50 µM],3.1%,.
COc1ccc2sc(N(CCCN(C)C)C(=O)c3ccc(S(=O)(=O)N4CCc5ccccc5C4)cc3)nc2c1,12%,6%,-7%,36,71,.,i,24,-0.8%,2.3%,11%
O=C(Nc1cccc(Cl)c1Cl)C1CCCC1,0%,-2%,-13%,-1.6,49,.,i,11,-0.1%,1.0%,.
COc1ccc(C2(CNC(=O)CCC(=O)O)CCCC2)cc1,0%,1%,-7%,-1.1,57,0.1%,i,39,2.8%[50 µM],0.2%,8%
CCOc1nc2cnccc2n(CC(=O)Nc2ccccc2F)c1=O,8%,7%,-8%,0.9,57,-0.3%,i,1,0.4%,1.5%,1%
Cc1ccc(OCC(=O)NCCNC(=O)c2ccncc2)cc1C,-4%,7%,-12%,0.6,47,-0.1%,i,25,0.2%,1.1%,6%
COc1cc(NC(=O)COC(=O)CNC(=O)C23CC4CC(CC(C4)C2)C3)cc(OC)c1,.,-1%,-11%,7.9,60,.,i,39,-0.8%[50 µM],-0.3%,.
O=C(N=Nc1c(O)[nH]c2ccccc12)c1cccs1,1%,8%,-7%,0.5,89,.,i,58,-0.3%,0.9%,5%
COc1ccc(N(CC(=O)Nc2cccc(C)c2C)S(=O)(=O)c2c(C)[nH]c(=O)[nH]c2=O)cc1,20%,-1%,-8%,-0.8,48,0.3%,i,48,0.5%[50 µM],-0.5%,5%
CC(OC(=O)C1CC1C)C(=O)Nc1ccc(Cl)cn1 (stereo not given),.,-4%,-9%,0.3,66,.,.,.,-0.1%[50 µM],.,.
O=C1CCCN1c1ccc(Br)cc1,1%,11%,-2%,-0.1,48,0.4%,i,49,0.5%,1.3%,6%
O=C(/C=C/NCc1cccnc1)C(F)(F)C(F)(F)F,5%,0%,0%,-2.0,55,0.8%,i,12,-0.3%,1.1%,0%
Cc1ccc(NC(=O)CN2C(=O)CNC2=O)cc1,18%,13%,-11%,0.2,68,0.1%,i,24,-0.8%[50 µM],8.0%,0%
COc1ccc(C(CNC(=O)CN2C(=O)NC3(CCCC3)C2=O)N(C)C)cc1 (stereo not given),5%,9%,-3%,-0.2,68,0.0%,i,30,0.1%,0.4%,6%
Cc1ccc(S(=O)(=O)NCC(=O)N(CC(=O)NC2CCCCC2)CC2CCCO2)cc1 (stereo not given),17%,2%,-15%,1.2,79,-0.5%,i,26,4.6%,1.6%,3%
COc1ccccc1NC(=O)CN1CCN(c2ccccc2F)CC1,11%,2%,-12%,0.3,48,-0.1%,i,47,0.3%,11%,-4%
Cc1ccccc1-c1nc(CS(=O)(=O)CC(=O)N2CCc3ccccc32)c(C)o1,6%,-2%,-1%,1.8,68,-0.4%,i,28,-0.4%,1.0%,-9%
Cc1nc(SCC(=O)NCC2CCCO2)c2cc(-c3ccccc3)sc2n1 (stereo not given),.,5%,4%,1.5,49,.,i,18,0.2%[50 µM],40%,.
CN(C)c1ccc(C(=S)N2CCN(C(=S)Nc3ccccc3)CC2)cc1,2%,-4%,-1%,-2.1,17,-0.4%,i,22,1.0%,1.6%,8%
CCCC(=O)Nc1nc2c(OC)ccc(OC)c2s1,0%,8%,-8%,2.1,94,-0.2%,i,31,-1.7%,0.0%,11%
CCOC(=O)N1CCC(Nc2cccc(SC)c2)CC1,2%,13%,10%,2.1,53,0.3%,i,32,-0.1%,8.2%,-3%
CCN(CC(=O)Nc1ccc2c(c1)OCCO2)C(=O)C1CCCCC1,7%,4%,-6%,-5.8,68,1.5%,i,19,1.5%,0.6%,12%
O=C(c1cnn2c1NC(c1ccco1)CC2C(F)(F)F)N1CCN(c2cccc(Cl)c2)CC1 (stereo not given),17%,7%,3%,3.4,42,0.3%,i,62,0.5%,4.2%,4%
COc1cccc(NC2C=CS(=O)(=O)C2)c1 (stereo not given),9%,7%,1%,0.0,56,0.1%,i,57,0.4%,0.8%,16%
Cc1ccc(-c2c(C(=O)N/N=C/c3ccc4c(c3)OCO4)nnn2-c2nonc2N)cc1,4%,3%,-17%,2.0,58,-0.3%,i,14,0.1%,3.1%,3%
COc1ccc(CNC(=O)Cn2cc(C(F)(F)F)ccc2=O)cc1,-1%,4%,1%,-0.9,37,0.2%,i,55,3.1%,1.4%,-13%
Cc1ccc(NC(=O)CCCCCN2C(=O)[C@@H]3Cc4ccccc4CN3C2=O)c(Cl)c1,7%,9%,1%,0.8,68,-0.7%,i,6,0.2%,?,-3%
COC(=O)c1cn(NC(=O)Cn2nc([N+](=O)[O-])c(Br)c2C)c(=O)c2ccccc12,18%,6%,5%,-1.3,61,0.8%,i,21,0.3%,2.1%,7%
Cc1ccc(C)c(NC(=O)CSc2ncnc3nc[nH]c23)c1,-4%,4%,-3%,-0.1,49,0.2%,.,.,4.8%,2.8%,-2%
CCC1(C(=O)OC)NC(c2ccco2)C2C(=O)N(c3ccc(F)cc3)C(=O)C21 (stereo not given),1%,3%,-3%,-2.3,45,-0.3%,i,33,0.7%,-0.8%,-7%
CCN(C(=O)CSc1ccc(S(=O)(=O)N2CCOCC2)cn1)c1ccccc1,.,3%,-8%,3.7,59,.,i,3,0.3%[50 µM],2.0%,.
COc1cccc(CN2CC(C(=O)NCCc3ccccc3C(F)(F)F)CCC2=O)c1 (stereo not given),10%,11%,-7%,0.1,50,-0.1%,i,22,0.0%,1.5%,-4%
CC(=O)Nc1ccc(NC(=O)c2cccc(Oc3ccccc3)c2)cc1,4%,-5%,-4%,1.2,52,-0.2%,i,32,0.2%,1.6%,-8%
Clc1ccc(-c2nc3ccccc3[nH]2)cn1,11%,8%,-3%,1.6,61,-0.3%,i,13,-0.2%,-0.9%,-9%
O=C(CNCc1cccc(Cl)c1)N1CCc2ccccc2C1,10%,31%,-7%,1.5,93,-0.4%,i,64,0.1%,7.0%,7%
CCN(CC)S(=O)(=O)c1ccc(OC)c(N)c1,6%,10%,-14%,0.5,26,0.1%,i,42,0.4%,1.7%,-8%
COc1ccccc1Nc1nnc(SCC2CCCCO2)s1 (stereo not given),-8%,6%,-5%,0.4,33,-1.0%,i,13,-0.2%,-2.3%,3%
CCN(C(=O)c1ccccc1)c1ccc([N+](=O)[O-])cc1,4%,6%,-4%,0.4,41,-0.1%,i,18,1.1%[50 µM],0.4%,-16%
COc1ccccc1N(C(=O)c1cncc(Br)c1)c1nc(-c2ccc(C)cc2)cs1,1%,12%,10%,2.8,83,-0.6%,i,61,-0.2%,18%,-25%
COc1ccc(/C(O)=C2/C(=O)C(=O)N(CCCN(C)C)C2c2cccc(Cl)c2)cc1OC (stereo not given),11%,1%,0%,0.1,67,-0.1%,i,35,2.5%,1.2%,-10%
O=C(CN1CCCN(S(=O)(=O)c2ccc(Br)s2)CC1)Nc1ccc(Cl)cc1,7%,-6%,-4%,4.2,52,2.6%,i,8,1.8%,3.8%,6%
COc1cc(OC)c2c(c1)C(=O)c1cc(OC)cc(OC)c1C2=O,27%,13%,4%,2.7,37,-0.1%,i,8,1.6%,-2.2%,-9%
O=S(=O)(c1ccc2nc(-c3ccccc3)[nH]c2c1)N1CCN(c2cccc(Cl)c2)CC1,1%,7%,-2%,23,60,-0.2%,i,0,-1.4%,3.7%,-6%

# Profiles from above. Order of values: Large T inhibition | MgcRacGAP inhibition | NS5 inhibitors | NTR1 agonist | NTR1 agonist cell count 20 µM | West Nile virus CPE | T cell HTS | T cell HTS vesicle-bound % | K1F lysis inhibition | RSV CPE inhibition | PhoP inhibition
# Profile of `O=S(=O)(c1ccc2nc(-c3ccccc3)[nH]c2c1)N1CCN(c2cccc(Cl)c2)CC1` = 1% | 7% | -2% | 23 | 60 | -0.2% | i | 0 | -1.4% | 3.7% | -6%
# Profile of `O=C(CNCc1cccc(Cl)c1)N1CCc2ccccc2C1` = 10% | 31% | -7% | 1.5 | 93 | -0.4% | i | 64 | 0.1% | 7.0% | 7%

# Remaining list, next part.
SMILES,Large T inhibition,MgcRacGAP inhibition,NS5 inhibitors,NTR1 agonist,NTR1 agonist cell count 20 µM,West Nile virus CPE,T cell HTS,T cell HTS vesicle-bound %,K1F lysis inhibition,RSV CPE inhibition,PhoP inhibition
COc1ccc(CNC(=O)C(C)Sc2nc3ccccc3c(=O)n2CC2CCCO2)cc1 (stereo not given),.,2%,1%,-1.2,65,.,i,44,0.6%[50 µM],-0.5%,.
Cn1c(=O)c2[nH]c(-c3ccc(S(=O)(=O)O)cc3)nc2n(C)c1=O,21%,9%,-3%,0.2,60,0.2%,i,23,0.4%,-1.2%,-5%
O=C(CSc1nnc(-c2ccc(Cl)cc2)n1Cc1ccco1)c1cccs1,16%,11%,11%,1.6,39,-0.7%,i,12,-0.7%,-0.3%,-12%
O=C(CCC(=O)c1ccc(Cl)cc1)OCc1nc2ccsc2c(=O)[nH]1,15%,4%,-4%,1.3,56,.,i,21,1.6%[50 µM],0.7%,-8%
CN1CCN(c2ccccc2NC(=O)c2cccs2)CC1,7%,6%,0%,-1.2,47,-0.8%,i,12,0.6%[50 µM],-0.6%,10%
COc1ccc(CCN2C(=NC(=O)C(C)C)SC3CS(=O)(=O)CC32)cc1 (stereo not given),17%,0%,-2%,0.5,40,-0.3%,i,19,-0.4%,0.1%,-9%
CCOc1cc(/C=N/NC(=O)Cn2nc([N+](=O)[O-])cc2C)cc(Br)c1OCc1ccccc1F,16%,3%,-2%,1.6,93,-0.6%,i,60,-0.3%,2.2%,-5%
O=C(COc1ccc(Cl)cc1)N(Cc1ccccc1)c1nc(-c2ccccc2)cs1,9%,9%,-2%,5.7,63,0.1%,i,26,0.1%,1.0%,-4%
COc1ccc(NC2=C(NC(C)=O)C(=O)c3ccccc3C2=O)cc1,17%,13%,4%,0.2,83,-2.3%,i,28,0.0%,-0.1%,15%

# Assay outcomes: PubChem, several laboratories
